Screening results as filed in PubChem BioAssay.
Dynein transport: dynein cargo transport inhibition | 3617.4 mouse cells, GR-EGFP nuclear translocation imaging; test concentration mostly 20 µM; stimulated with dexamethasone, 1 µM; active compounds read low | z-score, hits read low | actives 0.47% (n = 220,000);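 active = plate z-score of nuclear minus cytoplasmic receptor signal below a set negative limit, without overly bright fluorescence or cell loss, cut at about -3.5 in these data, passing the limit was not always enough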;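 note: z-score of nuclear minus cytoplasmic ring GR-EGFP intensity difference per well; some compounds called inactive have numbers as strong as hits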
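Also added – dexamethasone, 1.0 µM final · Buffer or medium – tet-free, stripped-serum medium · Schedule – induction 48 h, compound 1 h, agonist 30 min · Detection – formaldehyde fixation, Hoechst nuclear stain, 10x automated fluorescence imaging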
MT stabilize HCS: microtubule stabilizers in HeLa cells; HeLa tubulin immunostaining HCS, 24 h; share of cells brighter than vehicle mean+2SD; actives 0.83% (n = 200,000); % tubulin-high responders, % at 10 µM; AID 2205;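 active = plate Z-score above 3 for both tubulin-high and condensed-nucleus cell shares, with cell loss under 80%, at 10 µM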;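 note: anti alpha tubulin signal scored within the nucleus-defined area of each cell; some results filed as inactive read as strong as hits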
WT yeast gro inh: growth inhibition of WT yeast, mitochondrial fusion screen; mitochondrial fusion phenotypic screen, WT strain; inhibition, % at 10 µM; actives 2.1% (n = 190,000); in the data active = inhibition above about 58%; tested in S. cerevisiae
Autophagy HCS: alters autophagy in cells. actives 0.98% (n = 190,000). AID 463193. MEF GFP-LC3 puncta imaging; test concentration mostly 10 µM. calls only at 10 µM (by protocol);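 active = percentage of spot-positive cells more than 3 SD above its plate mean, without a fluorescence outlier flag or 80% toxicity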;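 note: spot-positive cell cutoff set from DMSO-treated cells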
Ins promoter up: MIN6 insulin promoter up-regulation; MIN6 insulin promoter-GFP reporter, high-content imaging; active compounds read high; z-score at 5 µM; actives 0.3% (n = 190,000); AID 1625;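 active = z-score above 3 at 5 µM with at least 500 cells counted in the well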
bCat nuc transl: beta-catenin nuclear translocation modulation; actives 0.3% (n = 190,000); HeLa beta-catenin nuclear translocation, immunofluorescence imaging; nuclear translocation activity, % at 5 µM;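 active = nuclear translocation activity above 50% at 5 µM, with a well cell count of 50 or more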;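 note: per-cell ratio of nuclear to cytoplasmic median beta-catenin stain intensity; plate controls were DMSO negative control for no effect and GSK-3 inhibitor IX positive control for full effect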
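Test system: HeLa cells, endogenous beta-catenin; Compound: single 5 µM dose plus 0.02–20 µM confirmation series; Times: compound exposure 24 h at 37°C; Signal: fluorescence imaging of beta-catenin antibody stain plus DAPI; Read-out: % activation, nuclear-to-cytoplasmic median beta-catenin signal ratio per cell.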
AID2073: inhibitors of Mint1-CaV2.2 protein interaction, biochemical, HTRF (AID 2073); HTRF protein-protein interaction, Mint1-CaV2.2; higher % means a stronger effect; inhibition, % at 20 µM; hits with a dose series show IC50 in µM; actives 0.19% (n = 290,000); in the data active = inhibition mostly above about 51%, no sharp cut-off; note: some results filed as inactive read as strong as hits
HIV peptide binding: inhibitors of HIV fusion peptide binding, primary screen, biochemical, uHTS, fluorescence dequenching (AID 1986); cell-free peptide binding, fluorescence dequenching, 30 min; higher % means a stronger effect; inhibition, % at 20 µM; hits with a dose series show IC50 in µM; actives 0.3% (n = 290,000); in the data active = inhibition mostly above about 52%, no sharp cut-off; inactive = mostly below about 76%; note: some results filed as inactive read as strong as hits
Yfh1-depleted yeast: mitochondrial function rescue without frataxin homolog – Friedreich's ataxia, plus single-dose screen, dose response (AID 1465) | fold induction at 50 µM; hits with a dose series show EC50 in µM | S. cerevisiae Yfh1-off respiration, WST-1 reduction, 72 h; higher fold induction means a stronger effect | actives 0.074% (n = 220,000);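 active = fold induction of absorbance versus untreated yeast above a set limit, then at least 30% activation at any dose in follow-up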;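 note: activators that raise dye reduction in frataxin-depleted yeast; strong numbers were not always called active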
WT yeast gro inh mutant strain: also measured in WT yeast gro inh; calls as there; inhibition, %; mitochondrial fusion phenotypic screen, mutant strain inhibition
Dynein transport cytoplasmic EGFP: second read-out of Dynein transport, no call of its own (marks repeat the call); z-score; measured here: cytoplasmic GR-EGFP intensity; active compounds read high
Dynein transport nuclear GR-EGFP: second read-out of Dynein transport, no call of its own (marks repeat the call); z-score; measured here: nuclear GR-EGFP intensity;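 lower value marks the stronger effect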
Dynein transport cell count: also measured in Dynein transport; calls as there; z-score; measured here: cell count per field
Ins promoter up cell count: second read-out of Ins promoter up, no call of its own (marks repeat the call); cell count; measured here: cytotoxicity, nuclei count;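 total cells summed across four imaged fields per well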
bCat nuc transl cell count 5 µM: further read-out of bCat nuc transl, marked with its call; cell count; measured here: cell count, cytotoxicity flag
MT stabilize HCS Hoechst-high %: further read-out of MT stabilize HCS, marked with its call; % Hoechst-high responders; measured here: nuclear condensation Hoechst responders;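 share of cells brighter than vehicle mean plus two SD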
MT stabilize HCS cytotoxicity %: recorded beside MT stabilize HCS, whose call it bears; toxicity, %; measured here: cytotoxicity by cell density;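 0% = mean cell density of plate MIN control wells and 100% = no cells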
Autophagy HCS cell loss 18 h: second read-out of Autophagy HCS, no call of its own (marks repeat the call); toxicity, %; measured here: cell loss, nuclei count;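 cell loss after 18 h compound exposure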
Active calls of the source: *; i = inactive; x = no result given. Compounds as they come. About 4.2% of those tested had a hit in this group.

SMILES,Dynein transport,Dynein transport cytoplasmic EGFP,Dynein transport nuclear GR-EGFP,Dynein transport cell count,MT stabilize HCS,MT stabilize HCS Hoechst-high %,MT stabilize HCS cytotoxicity %,WT yeast gro inh,WT yeast gro inh mutant strain,Autophagy HCS,Autophagy HCS cell loss 18 h,Ins promoter up,Ins promoter up cell count,bCat nuc transl,bCat nuc transl cell count 5 µM,AID2073,HIV peptide binding,Yfh1-depleted yeast
Cc1cccc(N(CC(=O)NC2CCCC2)C(=O)CS(=O)CC(=O)Nc2ccc3c(c2)OCO3)c1C (stereo not drawn),1.3,-0.18,0.56,-1.2,4.8,1.9,5.3,-7,11,i,-5,x,x,-1.9,502,-5%,0.2%,i
Cc1nc(N2CCOCC2)sc1C(=O)NN,-0.84,-0.17,-0.47,0.72,5.3,1.2,8.8,-2,8,i,5,-0.12,1094,0.6,1030,-10%,-1.8%,i
O=C(N/N=C/c1ccccn1)c1ccc2nc[nH]c2c1,0.77,-0.27,0.46,-0.64,x,x,x,x,x,x,x,0.04,1433,-1.1,1155,-5%,-1.3%,i
CC[N+](C)(C)Cc1ccccc1Br,0.023,-0.31,0.47,0.39,3.6,2.5,9.1,-5,10,i,6,x,x,x,x,5%,0.9%,i
Cc1ccccc1-n1cc[nH]c1=S,-0.28,-0.28,0.053,0.27,2.8,2.4,0.9,16,22,i,4,-0.33,1249,0.8,1082,10%,1.8%,i
C[C@H]1C=C(C(=O)NCc2ccccc2)O[C@@H](OCc2ccc(CO)cc2)C1,-1.1,-0.34,-0.32,0.19,5.3,1.0,2.4,-4,5,i,2,-0.33,1478,-1.7,1149,5%,-0.3%,x
CSc1ccccc1NC(=O)CN1CCN(Cc2ccccc2)CC1,0.62,-0.37,0.089,0.49,2.9,1.6,5.2,11,4,i,10,-0.1,1400,-1.0,1147,-1%,0.8%,i
COc1ccc(-n2c(=O)c3ccccc3n(Cc3ccc(F)cc3)c2=O)cc1OC,1.5,0.67,1.4,-1.6,4.4,1.8,1.6,1,-5,i,-8,0.26,831,-0.7,1143,31%,3.0%,i
CC(=O)Nc1cc(OC(C)=O)c2nonc2c1OC(C)=O,-5.1*,2.6*,-1.9*,-0.23*,35,59,99,x,x,i,41,-0.18,1457,2.9,1391,-12%,0.3%,i
O=C(N/N=C/c1cc2c(cc1Cl)OCO2)c1ccncc1,-0.58,-0.32,-0.66,0.95,1.8,2.0,4.2,-1,-2,i,-2,0.01,1246,-2.3,488,-7%,9.0%,i
COc1ccc(/C=N/NC(=O)C(=O)N2CCN(c3ccccc3OC)CC2)cc1,-0.33,-0.21,-0.26,0.23,1.6,1.8,10.0,8,8,i,1,-0.51,1672,-1.2,1404,-2%,0.1%,i
COC(=O)c1cnn2c(C(F)(F)F)cc(-c3ccc(F)cc3)nc12,-0.45,-0.23,0.014,0.22,6.1,2.5,10,20,8,i,14,4.2*,841*,-3.5,873,9%,-4.4%,i
Cn1c(Cn2c(=O)sc3ccccc32)nnc1SCC(=O)N1CCCCCC1,-0.52,-0.14,0.07,0.3,2.4,2.8,7.3,8,6,i,-1,0.3,1314,-4.2,1212,12%,-1.7%,i
CCNc1nc(NC(C)C)nc(N(C#N)CC(=O)OC)n1,-1,-0.14,-0.57,1.1,3.4,3.5,3.5,-16,0,i,11,0.16,1170,x,x,-1%,2.1%,i
O=C1CCC([N+](=O)[O-])C(c2cccc3ccccc23)N1 (stereo not drawn),0.22,-0.21,0.13,0.025,1.3,2.2,7.9,1,4,i,13,0.7,1190,0.0,1054,3%,-0.5%,i
COc1c(C(C)C)cc(NC(C)=O)cc1C(C)C,-0.32,-0.15,-0.058,0.36,0.9,1.0,3.6,24,21,i,-5,0.42,896,-3.1,1235,-9%,-1.1%,i
Cc1ccc(OCC(=O)N(Cc2ccccc2)c2ccccn2)cc1,0.64,-0.36,-0.24,-0.36,3.4,2.7,3.7,5,3,i,4,-0.25,1400,-0.8,1126,2%,0.4%,i
CCN(CC)CCCNc1cc2n(c(=O)n1)CCc1cc(OC)c(OC)cc1-2,0.75,-0.24,-0.28,-0.66,6.0,2.9,8.5,-3,-11,i,-3,0.12,961,-3.6,946,4%,17%,i
CN(Cc1cccs1)c1nc(-c2cccnc2)nc2ccccc12,-0.2,-0.13,-0.033,0.81,2.2,2.3,5.6,64*,43*,i,8,-0.76,1313,-0.3,996,6%,0.2%,i
Cc1ccc(NC(=O)[C@@H]2CCCN2S(=O)(=O)c2ccccc2F)cc1S(=O)(=O)N1CCOCC1,0.24,-0.3,0.064,-0.34,3.4,2.1,2.0,8,-19,i,6,-0.37,1341,0.3,947,-4%,0.3%,i

Next part.
SMILES,Dynein transport,Dynein transport cytoplasmic EGFP,Dynein transport nuclear GR-EGFP,Dynein transport cell count,MT stabilize HCS,MT stabilize HCS Hoechst-high %,MT stabilize HCS cytotoxicity %,WT yeast gro inh,WT yeast gro inh mutant strain,Autophagy HCS,Autophagy HCS cell loss 18 h,Ins promoter up,Ins promoter up cell count,bCat nuc transl,bCat nuc transl cell count 5 µM,AID2073,HIV peptide binding,Yfh1-depleted yeast
COc1ccccc1NS(=O)(=O)c1cc(NC(=S)Nc2cc(C)cc(C)c2)ccc1Cl,1.2,-0.26,0.79,-0.36,5.8,1.1,9.3,18,11,i,27,-0.73,1166,3.1,898,-12%,-1.8%,i
CSc1nnc(-c2ccccc2)c(=O)[nH]1,0.31,-0.098,0.35,-0.9,4.5,2.1,8.9,-7,-1,i,10,0.82,1261,-1.8,1268,-10%,-1.3%,i
NC(=O)C1=C[C@@H](c2coc3ccccc3c2=O)C[C@@H](OCCCCO)O1,0.49,-0.28,0.71,-0.94,1.8,1.1,5.3,-3,-12,i,26,x,x,-0.2,1118,9%,-1.1%,i
CCN(CCCNC(=O)CN1C(=O)COc2ccccc21)c1ccccc1,-0.46,-0.23,-0.017,0.15,2.3,2.5,8.1,-11,-7,i,-2,-1.1,1269,-2.0,1120,-8%,0.1%,i
CCc1cc(=O)oc2c(CN3CCCC3)c(O)c(Cl)cc12,0.85,0.11,1.2,-1.9,5.9,2.9,7.0,9,1,i,44,0.74,1235,-6.7,1307,30%,6.2%,i
Cc1ccc(-c2csc3ncnc(N4CCN(C(=O)c5ccccc5)CC4)c23)cc1,0.95,-0.25,0.91,-0.37,1.0,1.0,7.5,-14,9,i,1,-0.33,901,-2.4,1112,11%,-1.4%,i
Cc1ccc(S(=O)(=O)N2CCC(C(=O)OC(C)C(=O)NC(N)=O)CC2)cc1C (stereo not drawn),-1,-0.79,-0.77,0.18,x,x,x,x,x,x,x,0.06,1020,-0.7,1291,5%,-1.3%,i
O=C(O)c1cnc(-c2ccccc2)nc1Sc1ccccc1Cl,-0.22,-0.2,-0.28,-0.6,2.2,1.9,6.1,-21,-7,i,16,x,x,x,x,10%,22%,i
Cn1c(=O)c2c(nc(N3CCOCC3)n2C/C=C/c2ccccc2)n(C)c1=O,-0.32,-0.21,-0.11,0.71,x,x,x,x,x,x,x,-0.66,1058,0.8,1268,-1%,-0.3%,i
Cn1ccnc1SCc1cc(=O)[nH]c2ccccc12,2.8,0.0081,1.2,-2.4,3.1,2.0,5.7,12,3,i,-4,-0.63,1706,-0.7,1017,1%,-0.5%,i
CC1CCN(c2ccccc2NC(=O)c2ccc(C#N)cc2F)CC1,-0.43,-0.28,0.37,-0.29,3.3,3.3,6.0,14,21,i,15,-0.11,1468,0.0,1540,5%,0.1%,i
C/C(=N\NC(=O)CNc1ccccc1)c1ccccc1,1.4,-0.25,0.81,-0.8,2.9,1.6,3.5,-1,5,i,20,0.6,1406,-0.2,1067,-7%,0.9%,i
Cc1ccccc1NC(=O)COC(=O)CNC(=O)c1sc2ccccc2c1Cl,1.1,-0.16,1.5,-1.9,3.5,2.0,4.8,6,-19,i,-3,0.04,1327,-2.4,929,19%,0.3%,i
CC1CN(C(=O)c2cc3cc([N+](=O)[O-])ccc3oc2=O)CC(C)O1 (stereo not drawn),0.34,-0.31,-0.18,0.49,2.9,2.3,13,-14,-11,i,-17,-0.22,1494,0.2,1507,0%,-1.4%,i
COC(=O)C(=Cc1ccc(OCc2ccc([N+](=O)[O-])cc2)c(OC)c1)C(=O)OC,-0.6,-0.18,-0.54,0.28,2.4,2.0,1.9,6,19,i,-17,0.34,1748,1.7,975,5%,-2.6%,i
CC(=O)c1cc(-c2ccccc2)n(CC(=O)N2CCCCC2)c1C,-0.13,-0.39,-0.28,0.61,2.6,1.0,7.0,-8,-12,i,-6,1.5,950,x,x,17%,0.1%,i

4 entries from above, set out differently:
Results follow in this order: Dynein transport	Dynein transport cytoplasmic EGFP	Dynein transport nuclear GR-EGFP	Dynein transport cell count	MT stabilize HCS	MT stabilize HCS Hoechst-high %	MT stabilize HCS cytotoxicity %	WT yeast gro inh	WT yeast gro inh mutant strain	Autophagy HCS	Autophagy HCS cell loss 18 h	Ins promoter up	Ins promoter up cell count	bCat nuc transl	bCat nuc transl cell count 5 µM	AID2073	HIV peptide binding	Yfh1-depleted yeast
O=C(O)c1cnc(-c2ccccc2)nc1Sc1ccccc1Cl
 : -0.22	-0.2	-0.28	-0.6	2.2	1.9	6.1	-21	-7	i	16	x	x	x	x	10%	22%	i
Cn1c(=O)c2c(nc(N3CCOCC3)n2C/C=C/c2ccccc2)n(C)c1=O
 : -0.32	-0.21	-0.11	0.71	x	x	x	x	x	x	x	-0.66	1058	0.8	1268	-1%	-0.3%	i
Cn1ccnc1SCc1cc(=O)[nH]c2ccccc12
 : 2.8	0.0081	1.2	-2.4	3.1	2.0	5.7	12	3	i	-4	-0.63	1706	-0.7	1017	1%	-0.5%	i
CC1CCN(c2ccccc2NC(=O)c2ccc(C#N)cc2F)CC1
 : -0.43	-0.28	0.37	-0.29	3.3	3.3	6.0	14	21	i	15	-0.11	1468	0.0	1540	5%	0.1%	i
